Compound activity deposited in PubChem by National Center for Advancing Translational Sciences (NCATS).
BRCA1 expr act: qHTS Assay to Identify Small Molecule Activators of BRCA1 Expression. MCF7-BRCA1-FFLuc reporter, luminescence, 48 h; response scale: scaled: vehicle 0%, 10 µM genistein 100%. Potency, µM (doses to about 46.1 µM), for the others: at the top dose activation, hits mostly activators. 380,000 tested, 1.1% active; also: nearly all actives have a fitted effect of over 80% in size; some results filed as inactive show a strong effect at the top dose
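Quantitative HTS in MCF7 cells stably reporting BRCA1 expression via firefly luciferase. Compound treatment lasts 48 h at 37 °C in phenol-red free MEM. Activation is expressed relative to genistein at 10 microM and DMSO.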
MBNL1 CUG block: qHTS Assay for Inhibitors of MBNL1-poly(CUG) RNA binding | Potency, µM (highest dose often 57.5 µM), for inactives: top-dose activity change, negative = inhibition, usual class: inhibitors | Muscleblind-like protein 1 (Homo sapiens), Q9NR56 | AID 2675, 2010 | 280,000 tested, 0.036% active | TR-FRET MBNL1-His/biotin-(CUG)12 binding, 665/545 ratio; active = well fitted inhibition curve with a large enough effect in the signal ratio, with a control signal flat, not every such curve was filed as active; inconclusive = small, poorly fitted or top-dose-only effect, or effect the other way, or a change in a side signal; inactive = no such curve, though single readings can be large or run the other way; the % refers to the signal ratio; also: % is scaled to controls: 0 for no effect and ±100 for the full control effect
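MBNL1-His + Biotin-(CUG)12, cpd titration 92 nM–58 uM; Tb anti-His Ab 0.055 ng/ul, SA-XL665 5 nM (final); 60 min RT; ratiometric 665/545 nm, Ex 340 nm; normalized to buffer and full-complex controls.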
RORg inh: qHTS for inhibitors of ROR gamma transcriptional activity; Potency, µM (highest dose often 53.6 µM), for inactives: at the top dose activity change, negative = inhibition, hits mostly inhibitors; 310,000 tested, 5.4% active; Nuclear receptor ROR-gamma (Mus musculus), P51450; Drosophila S2 Gal4-RORgamma UAS-luciferase reporter, 20 h; also: % is scaled to controls: 0 for no effect and ±100 for the full control effect; nearly all actives have a fitted effect of over 60% in size
Target sequence (P51450 whole entry, looked up, the tested form may be a part): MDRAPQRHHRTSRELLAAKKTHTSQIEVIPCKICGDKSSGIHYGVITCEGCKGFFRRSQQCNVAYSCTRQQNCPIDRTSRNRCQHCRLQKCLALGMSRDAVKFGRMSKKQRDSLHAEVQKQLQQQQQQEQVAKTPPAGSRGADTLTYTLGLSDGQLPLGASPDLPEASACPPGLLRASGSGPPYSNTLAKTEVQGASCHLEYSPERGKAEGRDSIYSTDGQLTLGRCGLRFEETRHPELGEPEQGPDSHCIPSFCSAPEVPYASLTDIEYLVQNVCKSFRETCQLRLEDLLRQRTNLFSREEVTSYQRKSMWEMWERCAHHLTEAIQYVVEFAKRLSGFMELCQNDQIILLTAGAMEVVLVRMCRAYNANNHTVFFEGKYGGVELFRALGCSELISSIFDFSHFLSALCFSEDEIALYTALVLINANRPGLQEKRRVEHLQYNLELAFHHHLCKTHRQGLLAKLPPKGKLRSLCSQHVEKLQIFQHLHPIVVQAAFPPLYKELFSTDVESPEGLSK
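ROR gamma transcriptional activity was tracked as Gal4-UAS luciferase output in stably transfected Drosophila Schneider cells, with compound added 1 hr before 700 uM copper sulfate induction and a 20 hr ambient-temperature incubation.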
Rab9 prom act: qHTS Assay for Rab9 Promoter Activators. 320,000 tested, 2.8% active. Potency, µM (doses to about 9.22 µM), for the others: top-dose activation, negative = inhibition, most hits filed as activators. Huh7 Rab9 promoter-luciferase reporter, luminescence, 24 h. AID 485297, 2010; also: % of control where 0% means no effect; nearly all actives have a fitted effect of over 60% in size
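Luminescence from Amplite-detected luciferase (10 minutes, ambient) reports Rab9 promoter activation. Before that, stable Rab9-luciferase Huh7 cells (1500/well, reduced-serum OP-MEM I plus 10% FBS) were exposed to compound for 24 hours at 37C.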
ELG1 genotox: qHTS screen for small molecules that induce genotoxicity in human embryonic kidney (HEK293T) cells expressing luciferase-tagged ELG1; Potency, µM (top dose mostly 46 µM), for inactives: at the highest dose activity change, positive = activation, actives largely listed as activators; AID 504466, 2011; 330,000 tested, 1.3% active; HEK293T ELG1-luciferase reporter, luminescence, 16 h; also: % of control where 0% means no effect; nearly all actives have a fitted effect of over 60% in size
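16 hr compound incubation (37 °C, 5% CO2) of HEK293T cells carrying luciferase-tagged ELG1; luciferase then measured by ONE-Glo luminescence after 30 min at RT.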
uPA generation: qHTS for Inhibitors of Cell Surface uPA Generation; cell surface uPA generation assay, qHTS; Potency, µM (titrated, usually from 38.3 µM), for inactives: top-dose activity change, negative = inhibition, actives largely listed as inhibitors; 330,000 tested, 0.31% active; active = well fitted inhibition curve with a large enough effect; inconclusive = small, poorly fitted or top-dose-only effect; inactive = no such curve, though single readings can be large or run the other way; tested in mouse RAW 264.7 cells; also: % is scaled to controls: 0 for no effect and ±100 for the full control effect; nearly all actives have a fitted effect of over 55% in size
VP16 counter: VP16 counterscreen qHTS for inhibitors of ROR gamma transcriptional activity; Drosophila S2 Gal4-VP16 UAS-luciferase, luminescence, 20 h; Potency, µM (highest dose often 53.6 µM), for the others: at the highest dose activity, negative = inhibition, hits mostly inhibitors; 310,000 tested, 3.5% active;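 also: Gal4-VP16 expression switched on by copper sulfate through the metallothionein promoter; % is scaled to controls: 0 for no effect and ±100 for the full control effect; nearly all actives have a fitted effect of over 50% in size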
FLuc modulator: qHTS profiling assay for firefly luciferase inhibitor/activator using purifed enzyme and Km concentrations of substrates (counterscreen for miR-21 project); Luciferin 4-monooxygenase (Photinus pyralis), P08659; purified FLuc, Km substrates, luminescence inhibition; Potency, µM (doses to about 57.5 µM), without a hit: at the highest dose activity change, negative = inhibition, hits mostly inhibitors; 360,000 tested, 6.9% active; AID 588342, 2011;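 also: plate controls were vehicle for no effect and reference inhibitor for full effect; nearly all actives have a fitted effect of over 55% in size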
Target sequence (P08659 whole entry, looked up): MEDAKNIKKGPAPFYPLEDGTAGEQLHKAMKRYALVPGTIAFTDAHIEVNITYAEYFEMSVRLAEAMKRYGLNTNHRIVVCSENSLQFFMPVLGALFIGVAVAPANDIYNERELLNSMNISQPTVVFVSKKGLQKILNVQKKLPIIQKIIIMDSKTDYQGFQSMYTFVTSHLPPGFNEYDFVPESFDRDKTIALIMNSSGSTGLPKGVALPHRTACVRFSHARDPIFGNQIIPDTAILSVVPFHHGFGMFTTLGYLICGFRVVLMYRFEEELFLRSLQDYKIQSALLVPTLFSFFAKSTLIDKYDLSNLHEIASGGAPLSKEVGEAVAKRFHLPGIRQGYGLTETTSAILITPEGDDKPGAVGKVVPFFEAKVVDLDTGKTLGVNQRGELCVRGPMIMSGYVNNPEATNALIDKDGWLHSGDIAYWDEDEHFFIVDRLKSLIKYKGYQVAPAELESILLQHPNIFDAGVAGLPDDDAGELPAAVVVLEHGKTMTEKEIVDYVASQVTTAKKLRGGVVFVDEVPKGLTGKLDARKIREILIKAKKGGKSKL
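Purified P. pyralis luciferase (10nM final) with 10uM D-luciferin and 10uM ATP (Km levels) in 50mM Tris acetate pH 7.5, 10mM Mg acetate, 0.01% Tween-20, 0.05% BSA; qHTS 6-point titration, ~60 µM downward; luminescence read.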
NPC1 promoter act: qHTS Assay for NPC1 Promoter Activators; Huh7 NPC1 promoter luciferase reporter, 24 h; Potency, µM (top dose mostly 9.22 µM), for the others: at the top dose activation, most hits filed as activators; 320,000 tested, 2.4% active; AID 485313, 2010;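 also: % of control where 0% means no effect; nearly all actives have a fitted effect of over 60% in size; reporter is driven by a mutant NPC1 promoter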
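Quantitative HTS used a cell-based reporter: Huh7 cells stably bearing the NPC1 promoter upstream of luciferase were treated with compounds for 24 h, and promoter activation was read as luminescence.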
p53 reactivation: qHTS assay for re-activators of p53 using a Luc reporter. H1299 p53-A138V BP100-luciferase reporter, luminescence, 24 h. Potency, µM (top dose mostly 92.2 µM), for inactives: top-dose activity change, positive = activation, usual class: activators. 320,000 tested, 0.063% active; also: % of control where 0% means no effect; nearly all actives have a fitted effect of over 45% in size
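p53-null H1299 cells stably carrying temperature-sensitive p53-A138V and a BP100-luciferase reporter were pinned with compounds (4-point, 1:5 series) and held 24 hrs at 37 deg C. Luminescence was read 10 min after detection reagent.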
Numbers without * were called inactive; ? = inconclusive; · = not tested or not shown; & = joins results of further samples; [ ] = another dose, or the depositor's remark. Unless noted, calls follow the shape of the dose curve; as a rule, active = well fitted curve in the direction sought with a large enough effect; inconclusive = small, poorly fitted or top-dose-only effect, or another doubt; inactive = no such curve, though single readings can be large; an effect the other way counts as inactive or inconclusive. Potency is read from the fitted curve at half-maximal effect.

Screens in order: BRCA1 expr act | MBNL1 CUG block | RORg inh | Rab9 prom act | ELG1 genotox | uPA generation | VP16 counter | FLuc modulator | NPC1 promoter act | p53 reactivation
- CCc1ccccc1N(CC)C(=O)c1cn(C)c(=O)c2cc(OC)c(OC)cc12
    0% | 1% | 42% | 0% | -1% | 4% | -3% | 0% | -4% | -6%
- O=C1/C(=C\c2cc([N+](=O)[O-])ccc2O)SC(=S)N1Cc1ccc(Cl)cc1
    -39% | 29% | -70% | -4% | -16% | 22% | ? | -15% | -2% | -3%
- C[C@@H]1C[C@@H]2OC(=O)[C@]3(C)[C@H]2[C@@H](OC3(C)O)[C@]2(C)C(=O)CC[C@H]12 (stereo not given in full)
    · | -1% | -11% | 3% | 3% | · | 3% | -2% | 0% | -1%
- CCN(CC(=O)Nc1c(C(=O)OC)[nH]c2ccc(C)cc12)c1ccc2c(c1)OCO2
    -45% | 2% | 4% | -6% | -11% | 4% | 10% | -3% | 2% | -1%
- CC(=O)N1CCc2cc(S(=O)(=O)CCC(=O)N3CCN(C(=O)c4ccco4)CC3)ccc21
    -6% | -16% | ? | 2% | 0% | -5% | 1% | -3% | 0% | 1%
- CCC(C)NS(=O)(=O)c1ccc(NC(=O)c2c(-c3ccccc3)noc2C)cc1 (stereo not given)
    -41% | 7% | 12% | 0% | -6% | ? | 9% | 1% | -6% | -2%
- O=C(N1CCOCC1)N1CCN(S(=O)(=O)c2cccc([N+](=O)[O-])c2)CC1
    0% | ? | -17% | 0% | 0% | 10% | 0% | 2% | 1% | -3%
- O=C(NCc1ccc2[nH]c3c(c2c1)CCCC3)c1ccc(S(=O)(=O)N2CCCCC2)cc1
    -30% | -1% | 18% | -10% | -2% | 9% | 1% | -3% | -4% | 1%
- CCOc1ccc(C(=O)N2CCn3c2nc2ccccc23)cc1
    61% | 2% | -34% | -7% | -3% | -2% | -9% | -1% | -3% | 0%
- O=C(c1ccc(Br)cc1)N(Cc1ccco1)C1CCS(=O)(=O)C1 (stereo not given)
    -2% | -7% | 3% | 0% | -1% | 4% | -14% | 3% | -6% | 0%
- COc1ccccc1NC(=S)NC(C)C(c1cccs1)N1CCOCC1 (stereo not given)
    11% | -1% | 13µM* | -1% | -3% | -4% | ? | -1% | -5% | -3%
- C=CCn1cc(-c2ccc(Cl)cc2)cc(C#N)c1=O
    21% | 11% | 30% | 7% | -1% | 6% | -6% | 0% | 0% | 1%
- Oc1c(C(c2ccccn2)N2CCCCC2)cc(Cl)c2cccnc12 (stereo not given)
    -16% | 16% | 2.8µM* | -1% | 9% | ? | ? | -3% | -2% | 21%
- O=C(CCCN1C(=O)/C(=C/c2ccccc2)SC1=S)Nc1cccc(O)c1
    -70% | ? | ? | -1% | -11% | -23% | 7.1µM* | ? | -9% | -12%
- CN(C)C(=O)C1Cc2ccccc2CN1S(=O)(=O)c1ccc(F)cc1 (stereo not given)
    -1% | -11% | 3% | -2% | 1% | 1% | -2% | 1% | -3% | 17%
- Cc1cc(C(=O)CN2C(=O)c3ccccc3S2(=O)=O)c(C)n1CC1CCCO1 (stereo not given)
    -108%[inhibitor] | -4% | 2.2µM* | -42%[inhibitor] | -18% | -12% | 8.9µM* | 7.6µM* | -48%[inhibitor] | -60%[inhibitor]
- Clc1ccc(-c2csc(N/N=C/c3ccco3)n2)cc1
    -54% | 1% | 0% | ? | 3% | 5% | -12% | 13µM* | ? | 18%
- CCOc1ccc(N2CCCCn3c2nc2c3c(=O)[nH]c(=O)n2C)cc1
    · | -5% | -2% | 2% | 1% | · | 2% | -2% | -2% | ?
- CCCCC(=O)N(c1ccc(OCC)cc1)C1C=CS(=O)(=O)C1 (stereo not given)
    -3% | 3% | -3% | 2% | 1% | 8% | 2% | 0% | 0% | -9%
- CCC(c1nnnn1CS(=O)(=O)c1ccc(C)cc1)N1CCC(C(N)=O)CC1 (stereo not given)
    -22% | 0% | -1% | 0% | -1% | -5% | -7% | 1% | -4% | -6%
- CCn1c(SCC(=O)NCc2ccc3c(c2)OCO3)nc2c(c1=O)SCC2
    -15% | 5% | -4% | -2% | -5% | 5% | -19% | 6% | -4% | -13%
- CCOc1ccccc1Oc1ccc(C(F)(F)F)cn1
    -17% | -6% | -6% | -10% | -2% | 7% | 15% | -3% | -1% | -9%
- CCn1cc(C(=O)NCc2ccccc2F)c(=O)c2ccc(C)nc21
    0% | 0% | 19% | 5% | 1% | 0% | -3% | 1% | -1% | -2%
- CC(=O)c1ccc(N2CCN(c3ccc(C(F)(F)F)cn3)CC2)cc1
    -21% | 48%[activator] | ? | -8% | 2% | -2% | -4% | 2% | -1% | -14%
- CC(C)c1ccc(NC(=S)N2CCN(C)CC2)cc1
    94% | -7% | -30% | 26% | ? | -10% | -1% | ? | 20% | ?
- COc1cc(C(=O)NCCC(=O)N2CCN(C)CC2)cc(OC)c1OC
    28% | 1% | -2% | -3% | 3% | -2% | 10% | 2% | -2% | 2%
- COc1ccc2c(=O)c3c(=O)n(-c4ccccc4)c(-c4ccco4)nc3oc2c1
    36% | 10% | -3% | 1% | 7% | 2% | -1% | -2% | 2% | 3%
- CN(C)c1ccc(-n2cccc2/C=N/n2cnnc2)cc1
    20% | ? | ? | 7% | 7% | 0% | 14µM* | 2% | 4% | 9%
- COc1ccc(/C=C/c2ccc3c(Br)ccc(O)c3n2)cc1
    0% | 13% | 3.2µM* | ? | ? | -4% | 3.5µM* | 5.4µM* | ? | 17%
- COc1ccc(NC(=O)C2CCC(CNS(=O)(=O)c3cccs3)CC2)cc1 (stereo not given)
    -21% | 131%[activator] | -7% | -4% | 15% | 3% | 8% | -4% | 1% | -1%
- Cc1cn(C2OC(COC(=O)c3ccccc3)C(O)C2O)c(=O)[nH]c1=O (stereo not given)
    -4% | 6% | -4% | 8% | 0% | 9% | 1% | 2% | -1% | 5%
- Cc1cc(=O)oc2c(C)c(OC(C)C(=O)NCCCn3ccnc3)ccc12 (stereo not given)
    4% | -4% | -13% | 2% | 3%[9.26 µM] | -3% | 1% | 1% | -4% | -3%
- O=C(Cc1cccs1)NCc1cc(Cl)cc(Cl)c1
    ? | -10% | 4% | 21% | 15% | 4% | 8% | ? | 26% | 17%
- Cc1ccc(S(=O)(=O)Cn2nnnc2C(c2ccc(F)cc2)N2CCC(C(N)=O)CC2)cc1 (stereo not given)
    -17% | 0% | 3% | 3% | 1% | -2% | 0% | 3% | -1% | 3%
- Cc1ccc(NC(=O)CSc2ccccc2NC(=O)c2ccccc2)cc1Cl
    -43% | -8% | 42% | 20% | 15% | 1% | -24% | ? | 1% | ?
- COc1ccc(CNC(=O)Nc2cccc3ccccc23)cc1
    39% | 11% | 1% | 19% | 0% | 1% | ? | -17% | 2% | 3%
- CC(OC(=O)c1cccnc1)C(=O)NCc1ccc2c(c1)OCO2 (stereo not given)
    -31% | 6% | ? | -3% | 5% | 3% | -10% | 1% | 1% | -28%
- Cc1ccc(C)c(N(C(=O)CS(=O)CC(=O)Nc2ccc3c(c2)OCO3)C(C)C(=O)NC2CCCC2)c1 (stereo not given)
    -1% | -2% | 7% | -3% | 0% | -7% | -2% | 2% | -4% | -9%
- Cc1ccc(C)c(NC(=O)c2oc(=O)c3ccccc3c2-c2ccccc2)c1
    -18%&-27% | ? | ? | -7% | -2% | -2% | -8% | 2%&-5% | -1% | -4%
- Cc1ccc(-c2onc3ccc(C4(C)OCCO4)cc23)cc1
    1% | 11% | -1% | -2% | 6% | 7% | 1% | -2% | 0% | 0%
- COc1ccccc1NC(=O)C1CCCN(c2ncnc3c2nc2n3CCCCC2)C1 (stereo not given)
    -31% | -7% | 15% | 0% | -10% | 2% | -2% | 0% | 0% | -3%
- CCOC(=O)C1CCN(CCC(=O)Nc2ccccc2)CC1
    ? | 11% | -32% | 1% | 3% | -2% | -8% | 1% | -5% | -15%

Reprinted at random: 4 compounds from above, in no set order.
Screens in order: BRCA1 expr act | MBNL1 CUG block | RORg inh | Rab9 prom act | ELG1 genotox | uPA generation | VP16 counter | FLuc modulator | NPC1 promoter act | p53 reactivation
- CCOC(=O)C1CCN(CCC(=O)Nc2ccccc2)CC1
    ? | 11% | -32% | 1% | 3% | -2% | -8% | 1% | -5% | -15%
- COc1ccccc1NC(=O)C1CCCN(c2ncnc3c2nc2n3CCCCC2)C1 (stereo not given)
    -31% | -7% | 15% | 0% | -10% | 2% | -2% | 0% | 0% | -3%
- Cc1cn(C2OC(COC(=O)c3ccccc3)C(O)C2O)c(=O)[nH]c1=O (stereo not given)
    -4% | 6% | -4% | 8% | 0% | 9% | 1% | 2% | -1% | 5%
- Cc1ccc(S(=O)(=O)Cn2nnnc2C(c2ccc(F)cc2)N2CCC(C(N)=O)CC2)cc1 (stereo not given)
    -17% | 0% | 3% | 3% | 1% | -2% | 0% | 3% | -1% | 3%
